Screening data deposited in PubChem BioAssay by several laboratories.
phage Ecoli inh: E. coli growth loss with phage present. growth absorbance. inhibition, % at 11.9 µM. 0.26% of 360,000 active. AID 651602; in the data active means inhibition above about 11%
Ecoli viability: reduces bacterial viability in AddAB counter-screen; AID 449728; E. coli V3065 growth, OD600 absorbance, 18 h; 0.27% of 330,000 active; inhibition, % at 11.9 µM;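 active means inhibition above the campaign's mean inhibition across all tested compounds plus 3 SD, cut at about 9.9% in these data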;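 further: uninfected addAB+ strain grown without phage in ampicillin broth; 0% = DMSO wells and 100% = ciprofloxacin 0.95 µg/ml wells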
AddAB inh: less growth of phage-infected E. coli with AddAB. E. coli expressing H. pylori AddAB, absorbance growth. inhibition, % at 11.9 µM. 0.29% of 330,000 active; in the data active means inhibition above about 12%;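 further: 0% = vehicle wells of infected cells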
Rtt109 Vps75: inhibitors of Candida albicans Rtt109/Vps75 histone acetyltransferase. Q5AAJ8. purified Rtt109/Vps75, ThioGlo CoA-SH fluorescence, 4 h. inhibition, % at 34.9 µM. 0.16% of 330,000 active. AID 540336;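 active means inhibition of at least 50% in every replicate; inconclusive means best replicate reaches 50% inhibition but some replicates fall short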
Target sequence (Q5AAJ8 whole entry, looked up): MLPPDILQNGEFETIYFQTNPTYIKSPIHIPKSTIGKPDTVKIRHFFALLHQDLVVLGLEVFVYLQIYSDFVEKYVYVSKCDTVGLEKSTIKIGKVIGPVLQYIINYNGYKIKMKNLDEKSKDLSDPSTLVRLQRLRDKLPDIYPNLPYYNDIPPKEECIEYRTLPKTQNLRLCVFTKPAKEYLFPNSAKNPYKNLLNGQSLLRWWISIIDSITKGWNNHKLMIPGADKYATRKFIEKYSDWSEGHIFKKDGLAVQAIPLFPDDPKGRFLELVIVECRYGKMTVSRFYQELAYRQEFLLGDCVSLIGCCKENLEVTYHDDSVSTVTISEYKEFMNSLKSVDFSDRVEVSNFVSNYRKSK
Wnt act: Wnt/beta-catenin pathway activation; AID 743398; Wnt/beta-catenin reporter cell assay, activator, plate reader; 1.2% of 300,000 active; activation, % at 9.35 µM; in the data active means activation above about 30%, passing the limit was not always enough; inconclusive means no clear call, values can overlap the other calls;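 further: 0% = neutral control wells and 100% = positive control wells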
PfHsp90 set2: reduces growth (ATP signal) of yeast expressing P. falciparum Hsp90; 0.32% of 310,000 active; inhibition, % at 9.4 µM; AID 504621; S. cerevisiae expressing PfHsp90, BacTiter-Glo ATP, 48 h; yeast lacking PDR1 and PDR3 efflux regulators;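 active means every replicate shows inhibition above about 80%, whatever the replicate mean, limit read from the data; inconclusive means mean inhibition reaches the set limit but some replicate falls short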;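 further: 0% = DMSO neutral controls and 100% = 20 µM radicicol positive controls; yeast relying on Plasmodium falciparum Hsp90 in place of its own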
DAGLB inhibitor: blocks human DAGLB lipase activity; Q8NCG7; HEK293T DAGLB membrane lysate, EnzChek fluorogenic substrate; inhibition, % at 5.17 µM; 0.059% of 340,000 active; AID 504411; in the data active means inhibition above about 34%;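 further: 0% = enzyme with vehicle and 100% = wells lacking enzyme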
Target sequence (Q8NCG7 whole entry, looked up): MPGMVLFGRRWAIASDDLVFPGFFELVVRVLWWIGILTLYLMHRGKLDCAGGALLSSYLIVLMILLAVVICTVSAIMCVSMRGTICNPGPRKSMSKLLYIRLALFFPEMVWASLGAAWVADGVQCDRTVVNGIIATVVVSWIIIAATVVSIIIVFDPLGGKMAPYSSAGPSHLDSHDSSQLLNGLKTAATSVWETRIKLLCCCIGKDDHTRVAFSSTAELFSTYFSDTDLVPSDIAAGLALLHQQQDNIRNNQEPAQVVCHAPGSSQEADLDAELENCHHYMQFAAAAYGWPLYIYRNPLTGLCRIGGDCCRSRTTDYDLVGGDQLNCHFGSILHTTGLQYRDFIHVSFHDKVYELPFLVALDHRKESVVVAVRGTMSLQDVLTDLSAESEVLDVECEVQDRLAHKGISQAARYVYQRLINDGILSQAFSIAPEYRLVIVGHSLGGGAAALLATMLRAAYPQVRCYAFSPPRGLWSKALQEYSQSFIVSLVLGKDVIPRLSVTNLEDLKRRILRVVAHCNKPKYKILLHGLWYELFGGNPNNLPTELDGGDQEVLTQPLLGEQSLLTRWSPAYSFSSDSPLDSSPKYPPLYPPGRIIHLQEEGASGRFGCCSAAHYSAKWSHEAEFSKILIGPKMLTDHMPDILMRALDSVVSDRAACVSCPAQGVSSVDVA
Tat export inh: blocks Tat-dependent protein export in E. coli. E. coli MC4100 TorA-mCherry Tat export, fluorescence. inhibition, % at 10 µM. 0.036% of 340,000 active. AID 488895;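 active means mean replicate inhibition at least 50% and at least half of replicates individually reaching 50%; inconclusive means only one of the two criteria met; inactive means neither criterion met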;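 further: exported cargo escapes ClpAP degradation while cytoplasmic cargo is degraded and loses fluorescence; 0% = median of neutral control wells and 100% = median of NaSCN control wells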
CAL PDZ inh: blocks peptide binding to human CAL PDZ domain | purified CAL PDZ, TMR-peptide fluorescence polarization, 1 h | inhibition, % at 20 µM | 0.02% of 330,000 active;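 active means highest replicate inhibition of at least 40%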;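 further: plate controls were DMSO neutral control wells for no effect and unlabeled competitor peptide control wells for full effect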
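Assay system – tagged CAL PDZ protein CerCALP, purified · Timing – 1 h at RT · Compound – single point, 20 µM · Measured by – fluorescence polarization from S- and P-plane intensities, G-factor corrected · Evaluation – inhibition from polarization loss · Probe or stimulus – TMR reporter peptide T*-PRC34 · Buffer or medium – pH 7.4 phosphate-saline buffer, reducing agent, detergent, IgG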
PvdQ acylase: P. aeruginosa PvdQ acylase inhibition; 0.063% of 340,000 active; purified PvdQ acylase, fluorescence plate reader; inhibition, % at 10 µM; in the data active means inhibition above about 30%, passing the limit was not always enough; inconclusive means no clear call, values can overlap the other calls;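 further: 0% = vehicle neutral wells and 100% = reference inhibitor wells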
Active calls of the source: *; u = inconclusive; x = not tested or not shown. Outcome played no part in choosing rows; 1.9% or so of the library scored in one or more.

SMILES	phage Ecoli inh	Ecoli viability	AddAB inh	Rtt109 Vps75	Wnt act	PfHsp90 set2	DAGLB inhibitor	Tat export inh	CAL PDZ inh	PvdQ acylase
Cc1ccc(NC(=O)c2c([N+](=O)[O-])c(C(C)(C)C)nn2C)cc1	0.6	0.3	-2.8	3	-1	4	-4	-1	0.5	-6
CCCCN(C)C(=O)c1cc2cc3cc(OC)ccc3nc2o1	4.8	1.3	-2.4	-21	44*	2	0	0	-3.6	0
CCC(Oc1ccccc1)C(=O)N1CCN(S(=O)(=O)c2ccccc2)CC1 (stereo unspecified)	0.7	0.9	0.9	2	-3	1	2	-5	-0.6	-13
O=C1CSC(c2ccccc2)N1CC(O)c1ccc([N+](=O)[O-])cc1 (stereo unspecified)	4.1	-1.4	2.2	-3	0	-8	1	0	0.0	-5
Cc1cc(C(=O)CSc2nnnn2-c2ccc(O)cc2)c(C)n1Cc1ccc2c(c1)OCO2	1.5	-0.2	-0.3	3	0	0	2	12	-3.7	-10
NC(=O)NC(Cc1ccccc1)C(=O)NNC(=O)COc1ccccc1Cl (stereo unspecified)	1.5	-2.1	-0.8	-1	-1	-36	-3	-1	-0.5	-17
CCc1ccc(C(=O)COC(=O)CNC(=O)C2CCCCC2)cc1	4.2	x	x	16	1	-7	1	-5	-2.5	7
C=CCc1ccccc1OCC(O)CNC (stereo unspecified)	2.4	-1.8	0.4	5	x	1	-1	1	-2.8	-5
CC[C@]12c3[nH]c4ccc(OC)cc4c3CCN1C(=O)C(CC(=O)NCCc1ccccn1)C[C@@H]2C(=O)N1CCN(C(=O)C2CC2)CC1 (stereo partly specified)	1.6	2.1	1.5	-1	0	-47	2	-4	-2.4	-12
CN(CC(=O)Nc1ccc(OC(F)(F)F)cc1)C(=O)Cc1c(Cl)cccc1Cl	1.1	-3.0	1.3	3	-5	4	-7	10	-0.8	-8
O=C(NN=C1CCCCC1)c1ccccc1-n1cccc1	3.7	0.0	2.0	-11	-1	21	-2	-3	-1.1	-8
CCN1C(=O)c2cccc3c(S(=O)(=O)Nc4nc(C)cs4)ccc1c23	x	-2.6	2.0	2	0	-7	2	-2	0.0	0
CCn1c(=O)n(CC(=O)N2CCN(c3ccccc3F)CC2)c(=O)c2ccccc21	1.3	-2.5	0.9	-3	-2	-9	0	8	-1.0	-16
Cc1nc2ccccc2c(=O)n1NC(=O)c1ccccc1Br	3.7	-2.6	-1.7	2	-1	-14	-3	-1	-1.7	8
COc1ccc(-c2nnc(SCC(=O)N3c4ccccc4Sc4ccccc43)o2)cc1	0.0	-1.3	1.1	-12	-2	7	0	-3	0.1	4
Cc1cc(=O)oc(C)c1C(=O)NCc1ccccn1	1.7	-1.1	-0.1	6	x	-30	0	-2	-0.4	-8
Cc1ccc(C)c(OCC(=O)O/N=C(\N)c2cccc([N+](=O)[O-])c2)c1	0.8	0.0	-2.1	3	3	-6	-5	6	-0.5	-19
CCOC(=O)C(NC(=O)CC)(Nc1ccc(S(=O)(=O)Nc2ncccn2)cc1)C(F)(F)F (stereo unspecified)	-0.7	1.1	3.9	12	-2	-15	-4	-2	-0.1	3
CCC(C)(C)NC(=O)C(c1ccc(OC)cc1)N(Cc1cccs1)C(=O)CCC(=O)Nc1cc(C)on1 (stereo unspecified)	2.6	0.7	0.5	15	x	-51	-1	16	-1.8	-2
CC(NC(=O)c1cccs1)C(=O)NC1=NCCS1 (stereo unspecified)	1.4	-0.8	-1.5	-1	-1	-26	-1	1	-2.9	-1
COCCNC(=O)c1nn2cccnc2c1Cl	2.7	-1.2	0.0	-11	x	8	0	-4	1.0	-9
Cn1c(=O)[nH]c(=O)c2c1nc(SCCN1CCOCC1)n2Cc1ccccc1	2.5	-1.0	-1.3	-1	x	-2	0	-2	-3.0	-14
Cc1cc(N(C)Cc2ccccc2)nc(-c2ccccc2)n1	2.6	1.8	1.7	-9	0	8	-12	10	-2.2	-11
COc1cc(C(=O)OC2CC3CCC2(C)C3(C)C)ccc1OC(C)=O (stereo unspecified)	2.2	-2.0	4.2	-3	0	2	-13	14	-0.3	-11
CC(C)(C)c1ccc(OCC(=O)NNC(=S)NC(=O)c2ccco2)c(Br)c1	0.3	-2.9	-3.7	4	1	-58	2	-4	-2.8	-15
CC1(c2ccc(OC(F)F)cc2)NC(=O)N(CC(=O)Nc2ccc(N3CCCCC3)cc2)C1=O (stereo unspecified)	0.8	-0.9	-0.8	12	1	x	3	-2	-2.3	7
O=C(CSc1nnc(CNC(=O)c2c(F)cccc2F)o1)Nc1ccc2c(c1)OCO2	-0.3	-0.2	-1.8	-8	0	3	0	5	-0.5	-5
Cc1nnc(C)c2c(C)n(-c3ccccc3)c(C)c12	1.7	x	x	2	0	6	0	7	-0.7	12
COC(=O)c1cc(OC)cc(O)c1C(=O)c1c(O)cc(C)cc1O	2.2	-0.3	0.3	7	-1	11	-1	5	-0.3	3
Cc1cccc(NC(=O)Cn2cc(C(=O)C3CC3)c3ccccc32)c1C	0.1	-1.4	3.2	28	0	12	-15	-1	-2.1	9
Fc1ccc(N2CN(Cc3cccnc3)CNC2=S)cc1	2.9	-0.7	2.0	x	u	x	x	x	x	x
CCCCc1nnc2c(N(C)S(=O)(=O)c3ccc(C)cc3)nc3ccccc3n12	-0.2	-0.6	2.5	0	-1	5	0	-6	-1.8	-4
CN(C)N1C(N)=C(C#N)C(c2cccs2)C2=C1CC(C)(C)CC2=O (stereo unspecified)	5.0	0.1	-1.2	-13	-1	-3	x	-13	-0.1	-5
COc1ccc(-c2[nH]ncc2CN2CCC(N3CCSCC3)CC2)cc1F	4.9	-0.4	3.1	2	-2	3	3	0	0.6	7
CCOC(=O)c1c(NC(=O)c2c(Br)cnn2CC)sc(C)c1C	0.7	-1.2	-0.2	-4	-5	x	-2	-5	-0.5	-5
c1cncc(-c2nnc(C3CCCCC3)o2)c1	0.7	1.1	3.4	0	x	8	0	0	1.3	-6
Cc1cc(N/N=C/c2ccc(O)cc2)nc(NS(=O)(=O)c2ccccc2)n1	0.1	0.3	3.0	8	x	2	1	-5	0.5	-6
COc1ccc(CN2CCN(C(=O)CC(C)C)CC2)cc1Br	-0.7	-1.5	-2.4	6	0	-18	-2	-8	-0.3	-1
COc1ccc(C(c2sc3nc(C)nn3c2O)N2CCN(CCO)CC2)cc1OC (stereo unspecified)	1.8	1.0	-2.2	-13	-3	3	1	3	-0.5	-7
CC(C)(C)OC(=O)N1Cc2ccccc2C[C@H]1C(=O)NCC(=O)Nc1ccc2c(c1)OCCO2	1.2	-1.9	0.2	2	-15	12	1	2	-1.9	-13

Arranged by the number under phage Ecoli inh (highest first): some entries from above.
Molecule | phage Ecoli inh
COc1cc(C(=O)OC2CC3CCC2(C)C3(C)C)ccc1OC(C)=O (stereo unspecified) | 2.2
CC(C)(C)OC(=O)N1Cc2ccccc2C[C@H]1C(=O)NCC(=O)Nc1ccc2c(c1)OCCO2 | 1.2
Cc1cc(N/N=C/c2ccc(O)cc2)nc(NS(=O)(=O)c2ccccc2)n1 | 0.1

(cont.)
SMILES	phage Ecoli inh	Ecoli viability	AddAB inh	Rtt109 Vps75	Wnt act	PfHsp90 set2	DAGLB inhibitor	Tat export inh	CAL PDZ inh	PvdQ acylase
CSCCC(NC(=O)c1ccc(Cl)cc1Cl)C(=O)NCc1ccccn1 (stereo unspecified)	2.0	0.9	-1.5	-7	0	-9	-2	1	0.9	-12
CC1(C)Cc2c(sc(NC(=O)C(=O)N3CCOCC3)c2C#N)CO1	-0.6	1.8	3.9	-10	0	15	0	-10	-1.2	-14
COc1cc(CC(NC(C)=O)C(=O)NC2CCN(c3nc(C)cc(C)c3C#N)CC2)cc(OC)c1 (stereo unspecified)	-0.2	1.5	2.5	x	x	-2	2	-7	-2.6	7
CC(Oc1ccc2c(-c3ccccc3)cc(=O)oc2c1)C(=O)NCCCn1ccnc1 (stereo unspecified)	2.3	-3.5	0.8	3	-4	-17	-3	1	-0.4	-2
CCOC(=O)CCNC(=O)N1CCCC(CNS(=O)(=O)Cc2ccccc2)C1 (stereo unspecified)	2.8	-2.2	4.7	-12	-1	-17	2	2	x	-4
CN(C[C@H](CC1CCCCC1)N(C[C@H](Cc1ccccc1)N(CCc1ccccc1)N=O)N=O)N=O	-2.5	-2.7	1.3	-5	-4	1	-8	-10	-0.6	-7
O=C(CN1CCN(c2ccc(O)cc2)CC1)NC1CCCc2ccccc21 (stereo unspecified)	2.4	2.3	1.3	x	1	x	x	x	x	x
CC(C)OC(=O)/C(=C/c1ccc(Br)cc1)NC(=O)c1ccco1	2.5	1.1	2.2	6	x	-2	-1	11	-0.3	4
CCOC(=O)N1CCC(NC(=O)c2ccc(CS(=O)(=O)c3ccccc3C)o2)CC1	2.9	-0.8	2.4	4	-2	4	0	3	-0.2	0
Cc1ccc2nc3c(cc(S(=O)(=O)c4ccccc4)c(=N)n3C3CCCC3)c(=O)n2c1	2.8	x	x	-9	-3	-1	0	-12	-2.0	0
Cc1ccc(S(=O)(=O)N2CCN(C(=O)N(c3ccccc3)c3ccccc3)CC2)cc1	0.6	-1.7	1.5	3	x	22	-3	1	-0.8	0
CCc1cccc(NC(=O)CS(=O)Cc2nc(-c3ccc(C)cc3)oc2C)c1 (stereo unspecified)	2.6	-0.6	0.7	-10	-3	-21	-7	12	-0.8	-12
CC(=O)NC(c1cccs1)c1cc(F)c2cccnc2c1O (stereo unspecified)	6.6	-2.7	0.7	0	7	-13	2	2	-1.9	-20
CCn1c(=O)n(CC)c2cc(S(=O)(=O)Nc3c(C)cccc3C)ccc21	4.5	0.3	-1.4	6	-1	-2	-1	3	-0.2	8
COc1ccccc1CNC(=O)COC(=O)CSc1ccc(F)cc1	2.6	2.1	2.2	-8	2	x	-4	-5	-1.3	11
COC(=O)C1CCN(S(=O)(=O)CCNC(=O)c2cccc(OC)c2)CC1	3.2	1.4	1.3	-1	-3	x	-2	-4	-1.0	15
COC(=O)c1ccc(NC2c3ncccc3C(=O)N2Cc2cccs2)cc1 (stereo unspecified)	3.9	-0.8	2.1	3	1	6	-4	3	-1.9	8
O=[N+]([O-])c1cc(-c2nnc(C34CC5CC(CC(C5)C3)C4)o2)cc([N+](=O)[O-])c1	-0.6	-2.2	1.7	-3	-5	-9	-3	2	0.9	-3
Cc1ccc(-c2csnn2)cc1	3.0	4.3	5.1	-2	0	9	-3	-7	0.2	-28
CN(NC(=S)Nc1ccc(OC(F)F)cc1)C(=S)Nc1ccc(OC(F)F)cc1	4.7	0.6	3.5	-3	4	-14	0	6	-2.2	-20
COC(=O)C1=NN(C(=O)c2ccc(Cl)cc2)C(O)(c2ccccc2)C1 (stereo unspecified)	-5.3	-5.5	-6.6	2	7	28	6	15	-2.0	-11
CCCCN(C(=O)C1CC(=O)N(c2ccc3c(c2)OCCO3)C1)c1c(N)n(CCCC)c(=O)[nH]c1=O (stereo unspecified)	4.6	1.1	1.4	9	-1	-7	-1	7	0.3	2
COCCNC(=S)N/N=C(\C)c1ccc(Cl)s1	-2.8	-0.9	-3.7	-1	-4	-14	0	-11	-3.3	-2
